# PKA-R2B act: activates the human PKA-R2B holoenzyme complex. PKA-R2B holoenzyme dissociation, Cy5-IP20 fluorescence polarization; R2B truncated from residue 108, S112A mutant; 0% DMSO only, 100% 113 µM cGMP. activation, % at 11.4 µM. 340,000 tested, 0.079% active. AID 504700;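 active means activation above a cutoff set at the mean over all compounds plus 3 SD, cut at about 18% in these data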;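 further: higher means more holoenzyme dissociation and a rise in polarization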
# Pemphigus Ab inh: human desmoglein-3 autoantibody binding inhibition | P32926 | DSG3-coupled beads, scFv-anti-DSG3-GFP binding, flow cytometry; active compounds read low | binding (percent of control), % at 10 µM | 310,000 tested, 0.48% active | AID 588358;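 active means binding more than 3 SD below its plate's average and above zero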;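 further: hits lower antibody fragment binding to DSG3; some compounds called inactive have numbers as strong as hits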
# Target sequence (P32926 whole entry, looked up, the tested form may be a part): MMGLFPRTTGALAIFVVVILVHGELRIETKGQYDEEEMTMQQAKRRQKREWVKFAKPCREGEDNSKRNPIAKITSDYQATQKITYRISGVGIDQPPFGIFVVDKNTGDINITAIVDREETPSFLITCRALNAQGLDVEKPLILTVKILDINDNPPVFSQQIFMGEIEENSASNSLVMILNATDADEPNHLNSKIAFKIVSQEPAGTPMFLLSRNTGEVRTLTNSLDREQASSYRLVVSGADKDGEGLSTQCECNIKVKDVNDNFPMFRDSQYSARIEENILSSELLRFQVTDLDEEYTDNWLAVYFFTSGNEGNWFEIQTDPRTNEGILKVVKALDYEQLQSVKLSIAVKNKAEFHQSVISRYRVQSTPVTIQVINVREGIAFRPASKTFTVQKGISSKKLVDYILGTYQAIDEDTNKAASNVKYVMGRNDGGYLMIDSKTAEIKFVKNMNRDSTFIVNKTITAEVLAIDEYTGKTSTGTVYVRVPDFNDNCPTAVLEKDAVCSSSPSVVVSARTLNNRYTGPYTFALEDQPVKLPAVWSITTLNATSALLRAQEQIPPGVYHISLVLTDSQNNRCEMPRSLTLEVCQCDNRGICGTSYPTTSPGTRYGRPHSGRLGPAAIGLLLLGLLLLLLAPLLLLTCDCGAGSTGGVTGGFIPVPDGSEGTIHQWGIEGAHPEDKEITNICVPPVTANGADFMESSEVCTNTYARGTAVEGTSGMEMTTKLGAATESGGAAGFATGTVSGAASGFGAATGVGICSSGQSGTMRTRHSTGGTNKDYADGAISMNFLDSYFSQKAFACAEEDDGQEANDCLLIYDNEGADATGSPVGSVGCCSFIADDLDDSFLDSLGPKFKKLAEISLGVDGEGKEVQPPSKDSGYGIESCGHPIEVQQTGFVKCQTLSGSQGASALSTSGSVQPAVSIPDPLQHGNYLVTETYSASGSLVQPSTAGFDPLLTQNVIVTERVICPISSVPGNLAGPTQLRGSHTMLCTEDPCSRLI
# Mot1-301 SUMO: SUMOylation pathway inhibition by Mot1-301 growth rescue; growth rescue, % at 18.8 µM; 320,000 tested, 1% active; AID 2716; S. cerevisiae Mot1-301 growth rescue, ATP luminescence, 38.5C; percent above DMSO median, 100 means doubled;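 active means every valid replicate shows activation above 250% relative to neutral control wells; inactive means the rest, any valid replicate at or below 250%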;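 further: OY570 slx delta 5 strain wells were the positive control but not used for scaling; some compounds called inactive have numbers as strong as hits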
# Arrestin-AP2 inh: human beta-arrestin and AP2 interaction inhibition | inhibition, % at 10 µM | 340,000 tested, 0.31% active | AID 504490 | FITC-arrestin peptide / GST-AP2 beads, flow cytometry; AP2 beta2 appendage carries R879A mutation;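 active means inhibition above a set limit, near 3 SD of compounds lacking own fluorescence, cut at about 54% in these data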;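 further: plate controls were DMSO wells for no effect and 5 µM unlabelled arrestin peptide for full effect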
#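 test system = AP2 appendage R879A on GSH beads | buffer or medium = PBS plus Tween 20 (0.05%) and BSA (0.1%) | incubation = 12 min plus 1 h, RT | detection = bead flow cytometry, FITC channel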
# SR-BI DiI-HDL act: enhances SR-BI lipid uptake from DiI-HDL | CHO ldlA[mSR-BI] cells, DiI-HDL uptake fluorescence, 3 h; 100 = double the neutral-control signal | activation, % at 12.5 µM | 320,000 tested, 0.096% active | AID 504775;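 active means mean replicate activation of at least 60% and every replicate at or above 60%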;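 further: 0% = median plate neutral-control signal and 100% = twice that signal; values of inactives mirror those of a sister screen read the other way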
#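 material = CHO ldlA[mSR-BI] cells | medium = Ham's F12 with 0.5% BSA, HEPES 25 mM, pH 7.4 | reagent = fluorescent DiI-HDL, 10 µg/mL final | compound dosing = single-point compound dose | incubation = 3 h, 37 °C | measured by = bottom-read fluorescence, 550/595 nm | measure = HDL uptake via cellular fluorescence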
# dFosB activator: enhances mouse delta FosB homodimer DNA binding; 340,000 tested, 0.99% active; activation, % at 25 µM; P13346; purified delta FosB, TAMRA-CDK5 oligo fluorescence polarization; percent of positive-control signal above neutral wells;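 active means mean activation above about 17%, with every replicate also reaching it, limit read from the data, passing the limit was not always enough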;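 further: fluorescence polarization rise as delta FosB binds a TAMRA Cdk5 AP-1 oligo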
# PKA-R1A activ: PKA-R1A complex activation | PKA-R1A dissociation, Cy5-IP20 fluorescence polarization; scaled: DMSO 0%, 113 µM cGMP 100% | activation, % at 11.4 µM | 340,000 tested, 0.083% active | AID 504707;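 active means percent activation above the mean of all tested compounds plus 3 SD, cut at about 19% in these data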;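 further: higher means more PKAc released from R1A so a rise in polarization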
# CDK5 p35 inh: CDK5/p35 (human) kinase inhibition; Q00535+Q15078; Recombinant CDK5/p35, ADP-Glo luminescence, 60 min; inhibition, % at 10 µM; 330,000 tested, 0.01% active;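 active means highest replicate inhibition of at least 50% and at least 75% of replicates reaching 50%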;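 further: plate controls were DMSO neutral control for no effect and GW8510 at 10 µM for full effect; many of its hits are not listed in these tables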
# NSD2 inh: inhibitors of human histone methyltransferase NSD2; O96028; NSD2 peptide methylation, AlphaScreen, 120 min; inhibition, % at 12.5 µM; 310,000 tested, 0.54% active; AID 743445; in the data active means inhibition above about 50%
# MITF act: activators of MITF-driven TRPM1 promoter activity in SK-MEL-5 cells; activation, % at 12.5 µM; 300,000 tested, 0.75% active; SK-MEL-5 TRPM1-promoter luciferase, 24 h; % of positive control, neutral wells = 0;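 active means mean activation of at least 80% with every replicate also reaching 80%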;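 further: 0% = neutral control wells and 100% = parthenolide positive control wells; values of inactives mirror those of a sister screen read the other way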
# SR-BI DiI inh: mouse SR-BI HDL lipid transfer inhibition. inhibition, % at 12.5 µM. Q61009. AID 488896. ldlA[mSR-BI] CHO cells, DiI-HDL uptake fluorescence, 3 h. 320,000 tested, 0.96% active;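 active means mean replicate inhibition of at least 70% and a set share of replicates each scoring 70 or more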;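 further: 0% = median of neutral control wells and 100% = median of positive control wells; values of inactives mirror those of a sister screen read the other way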
# The depositor's hits bear a star; . = no result given.
no.	SMILES	PKA-R2B act	Pemphigus Ab inh	Mot1-301 SUMO	Arrestin-AP2 inh	SR-BI DiI-HDL act	dFosB activator	PKA-R1A activ	CDK5 p35 inh	NSD2 inh	MITF act	SR-BI DiI inh
1	COC(=O)c1c(NC(=O)CN2C(=O)NC3(CCC(C)CC3)C2=O)sc2c1CCC2 (stereo not drawn)	-7	113	28	7	-1	-6	-5	-1.0	-1	20	1
2	Clc1cc(-c2ccc(/C=N/n3cnnc3)o2)ccc1Br	4	83	239	1	-18	-6	9	-2.4	0	0	26
3	Cc1cc(C)cc(C(=O)OCC(=O)NCCNC(=O)COC(=O)c2cc(C)cc(C)c2)c1	-6	100	-18	0	-59	-6	-4	1.0	0	13	59
4	COc1ccc(C(=O)Cn2c(NCCO)nc3ccccc32)cc1OC	-4	99	-2	-1	-11	-3	1	0.5	2	3	11
5	O=C(Nc1cccc(-c2csc(-c3ccccc3)n2)c1)c1cccs1	6	121	0	-9	-37	-13	1	-1.0	0	38	37
6	Cn1cc(C(=O)c2ccc(Cl)cc2Cl)cc1C(=O)N/N=C(\N)COc1ccc(F)cc1	-3	99	-1	-105	-44	4	8	1.2	1	5	44
7	CC(C)(C)c1ccc(C(=O)OCC(=O)N2CCC(c3ccccc3)=N2)cc1	-4	.	0	-4	-26	-14	-6	-8.8	.	8	26
8	O=C(N/N=C1/CC2C=CCC12)c1ccco1 (stereo not drawn)	-6	98	18	6	44	-14	2	-0.4	1	5	-44
9	O=C(c1ccccc1)c1cccc(NC(=O)c2ccc(Br)o2)c1	8	99	17	-6	-36	-15	7	-1.8	-3	48	36
10	Cc1ccc(C)c(Nc2nc(-c3cccnc3)cs2)c1	7	95	-1	-5	0	-5	-18	1.3	-1	20	0
11	FC(F)(F)c1ccc2c(c1)C1C=CCC1C(c1ccncc1)N2 (stereo not drawn)	-10	95	.	-1	-33	-19	3	-0.5	1	-6	33
12	Cc1cccc(C)c1NC(=O)c1cccnc1	-5	111	-3	5	3	-1	-11	0.6	-5	0	-3
13	NNC(=O)C1CC1(c1ccccc1)c1ccccc1 (stereo not drawn)	-4	.	-13	-1	14	-3	-6	-0.9	-2	.	-14
14	Cc1[nH]n(-c2ccccc2)c(=O)c1C(=O)Nc1ccccc1	2	98	-15	4	-7	1	-6	2.7	-2	8	7
15	Cc1ccc(S(=O)(=O)N(C)C)cc1NC(=S)NNC(=O)C1CC1	11	96	.	15	-11	-7	8	0.1	25	-1	11

# Gathered by group: those above with bromine.
no.	SMILES	PKA-R2B act	Pemphigus Ab inh	Mot1-301 SUMO	Arrestin-AP2 inh	SR-BI DiI-HDL act	dFosB activator	PKA-R1A activ	CDK5 p35 inh	NSD2 inh	MITF act	SR-BI DiI inh
2	Clc1cc(-c2ccc(/C=N/n3cnnc3)o2)ccc1Br	4	83	239	1	-18	-6	9	-2.4	0	0	26
9	O=C(c1ccccc1)c1cccc(NC(=O)c2ccc(Br)o2)c1	8	99	17	-6	-36	-15	7	-1.8	-3	48	36

# Next section:
no.	SMILES	PKA-R2B act	Pemphigus Ab inh	Mot1-301 SUMO	Arrestin-AP2 inh	SR-BI DiI-HDL act	dFosB activator	PKA-R1A activ	CDK5 p35 inh	NSD2 inh	MITF act	SR-BI DiI inh
16	O=C(O)c1ccc(N2CCCS2(=O)=O)cc1	-7	118	-5	-1	.	-1	11	-5.9	1	-2	.
17	O=C1[C@H]2[C@@H](C(=O)N1c1cccc3ccccc13)C1(C(=O)c3ccccc3C1=O)N1CCC[C@@H]21	2	99	12	-7	23	-7	7	-1.0	.	-6	-23
18	CCN(C[C@H]1N[C@@](Cc2ccccc2)(C(=O)OC)[C@H]2C(=O)N(C)C(=O)[C@@H]12)C(=O)Nc1ccccc1	-3	111	-13	25	30	-8	-5	13	.	9	-30
19	Cc1cccc(N(C(=O)CCC(=O)Nc2cc(C)on2)C(C(=O)NC2CCCC2)c2cccnc2)c1 (stereo not drawn)	-2	124	-6	5	.	-2	-7	0.3	4	.	.
20	COC(=O)C(C)Sc1nc2c(cnn2-c2ccc(Cl)cc2)c(=O)[nH]1 (stereo not drawn)	-1	103	3	5	-11	-3	-7	-3.7	-2	0	11
21	C=CCn1c(SCC(=O)N2CCCC2=O)nc2sc(CC)cc2c1=O	-6	100	-3	45	7	-7	-15	0.1	3	2	-7
22	Cc1cc2cc(CNC(=O)c3ccc(S(=O)(=O)N4CCCCC4)cc3)ccc2n1C	-1	99	-2	-1	-33	33*	-8	-0.1	.	.	33
23	Cc1cccc(NC(=O)CCSc2ccccc2)c1C	2	83	13	1	8	-4	-11	-0.6	-4	16	-8
24	N#C/C(=C\c1cc([N+](=O)[O-])c(N2CCOCC2)cc1N1CCOCC1)c1nc2ccccc2[nH]1	10	98	361*	5	-25	-3	-2	-0.4	-2	18	25
25	Nc1ccccc1Nc1cc(-c2cccc(Cl)c2)nn1-c1ccccc1	-5	141	2	10	-37	-1	-5	1.2	-1	4	37
26	CCSc1nnc(NC(=O)C2C3C=CC(C3)C2C(=O)O)s1 (stereo not drawn)	-4	98	1	21	20	1	-11	0.0	-1	3	-20
27	COc1ccc(/C(N)=N/O)c(OC)c1	-13	94	214	-2	2	-9	3	2.5	-1	3	-2
28	Cc1nnc(Sc2cc(C(=O)NCCCN(C)Cc3ccccc3)c3ccccc3n2)s1	-5	.	-19	-1	24	-32	1	0.2	5	-1	-24
29	O=C1/C(=C\c2ccccn2)SC(=S)N1Nc1ncc(C(F)(F)F)cc1Cl	0	100	7	13	-14	-2	3	-0.8	7	-13	14
30	COc1ccc(OC)c(NC(=O)CSc2nc(O)cc(=O)n2CC(C)C)c1	7	97	-14	2	-4	-2	8	-13	2	-7	4

# Next part:
no.	SMILES	PKA-R2B act	Pemphigus Ab inh	Mot1-301 SUMO	Arrestin-AP2 inh	SR-BI DiI-HDL act	dFosB activator	PKA-R1A activ	CDK5 p35 inh	NSD2 inh	MITF act	SR-BI DiI inh
31	CSc1cccc(NC(=O)NNC(=O)C2CCN(S(=O)(=O)N(C)C)CC2)c1	6	99	-9	37	16	-3	4	-0.5	2	-1	-16
32	COc1ccc(C(=O)N[C@H](C(=O)NC2CCCCC2)C(C)C)cc1	1	108	-6	31	-3	-10	-4	-1.1	-1	-3	3
33	Cc1ccc(S(=O)(=O)n2cccc2CO)cc1	-1	99	-17	-4	-13	3	-4	0.7	.	-7	13
34	CN(C)/C=C/c1onc(-c2ccccc2Cl)c1C#N	-5	109	4	0	-2	5	-4	-3.0	-4	26	2
35	CC1CCCC(NC(=O)CCn2c(=O)oc3ccccc32)C1C (stereo not drawn)	2	99	3	2	-3	-5	4	0.7	0	-4	3
36	O=C(Nc1cc(Cl)ccc1N1CCOCC1)c1ccc(Br)o1	12	103	1	-5	.	11	0	-3.2	-3	-5	45
37	CC(C)C1OC(c2cccc(NC(=O)c3cccs3)c2)OCC1(C)C (stereo not drawn)	3	110	-6	-7	-62	-4	-7	0.4	1	11	62
38	COc1cccc(C2C(C#N)=C(N)Oc3cc(C)oc(=O)c32)c1OC (stereo not drawn)	-4	97	-12	12	-6	2	-12	-5.8	-5	.	6
39	COCC(=O)N1CCC2CC1c1cc(Cl)ccc12 (stereo not drawn)	4	107	.	-17	16	10	4	0.5	.	1	-16
40	O=C(Nc1cc(N2CCOCC2)ncn1)c1ccccc1	0	110	.	2	-9	3	-4	2.0	1	20	9
41	CC(C)(C)OC(=O)N[C@@H](Cc1ccccc1)C(=O)NCC1CCC(C(=O)O)CC1 (stereo partly drawn)	-8	136	-8	-17	.	-8	-9	-1.7	0	-2	.
42	Cc1oc2c(C)c3oc(=O)c(CCC(=O)N4CCC(C(=O)NCCC(=O)O)(c5ccccc5)CC4)c(C)c3cc2c1C	-4	99	-3	3	1	-10	-15	1.8	3	8	-1
43	CS(=O)(=O)N(CC(=O)NCCSCc1ccccc1)c1ccccc1Cl	-11	108	7	-8	14	0	-10	0.8	0	0	-14
44	COc1ccc(NC(=O)NCCCN2CCCCC2C)cc1 (stereo not drawn)	4	113	492	7	14	-3	3	0.6	3	-11	-14
45	O=S(=O)(Nc1ncnc2sccc12)c1cccc(F)c1	-6	118	5	28	-11	2	3	1.0	1	-8	11
46	COc1ccc(C2(C(F)(F)F)NC(=O)N(C)C(=O)N2C)cc1 (stereo not drawn)	-3	97	-12	-7	-14	7	-4	-0.3	-7	4	14
47	COc1cc(C(=S)N2CCOCC2)ccc1OC(=O)c1ccc([N+](=O)[O-])cc1[N+](=O)[O-]	4	112	12	-10	-19	-4	0	0.1	0	.	19
48	COCCCNC(=O)/C=C/c1ccc(OCc2c(F)cccc2Cl)cc1	5	97	-2	13	-29	-11	-3	1.8	-1	-25	29
49	CCOC(=O)c1cc(N2CCCCC2)nc2ccccc12	-3	128	.	-1	-25	1	-2	-1.8	-29	1	25

# Gathered by group: those above containing a thiophene ring, fused or not.
no.	SMILES	PKA-R2B act	Pemphigus Ab inh	Mot1-301 SUMO	Arrestin-AP2 inh	SR-BI DiI-HDL act	dFosB activator	PKA-R1A activ	CDK5 p35 inh	NSD2 inh	MITF act	SR-BI DiI inh
1	COC(=O)c1c(NC(=O)CN2C(=O)NC3(CCC(C)CC3)C2=O)sc2c1CCC2 (stereo not drawn)	-7	113	28	7	-1	-6	-5	-1.0	-1	20	1
5	O=C(Nc1cccc(-c2csc(-c3ccccc3)n2)c1)c1cccs1	6	121	0	-9	-37	-13	1	-1.0	0	38	37
21	C=CCn1c(SCC(=O)N2CCCC2=O)nc2sc(CC)cc2c1=O	-6	100	-3	45	7	-7	-15	0.1	3	2	-7
37	CC(C)C1OC(c2cccc(NC(=O)c3cccs3)c2)OCC1(C)C (stereo not drawn)	3	110	-6	-7	-62	-4	-7	0.4	1	11	62
45	O=S(=O)(Nc1ncnc2sccc12)c1cccc(F)c1	-6	118	5	28	-11	2	3	1.0	1	-8	11

# Screening data as filed in PubChem.
